Screening data (PubChem BioAssay)
Tn6 DDE FP = DD(E)-Tn6 binding inhibition, primary FP screen. P02675. Fibrin DD(E) TRITC-Tn6 fluorescence polarization displacement. inhibition, % at 8.3 µM. 370,000 compounds, 0.21% hits. AID 720509;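 active = inhibition above a per-campaign cutoff: mean of compounds within control limits plus 3 SD, cut at about 15% in these data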;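 note: 0% = median of all compound wells on the plate and 100% = blocking peptide control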
PLCg1 inh = PLC-gamma1 (human) inhibition, primary screen; 370,000 compounds, 0.84% hits; inhibition, % at 12.2 µM; purified PLC-gamma1, fluorogenic substrate, fluorescence; AID 720700; in the data active = inhibition above about 9.5%
NR1D1 modulator = modulates human Rev-erb alpha binding to DNA. P20393. 370,000 compounds, 0.79% hits. Rev-erbα–FITC-DNA binding, fluorescence polarization, 90 min. AID 1259318. activity, % at 10 µM;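 active = activity above about 14%, limit read from the data; passing the limit was not always enough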;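 note: 0% = DMSO wells with 35 nM protein and 100% = DMSO wells with 750 nM protein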
ASAP1 GAP inh = inhibitors of human ASAP1 ArfGAP activity | Q9ULH1 | ASAP1-stimulated ARF1 GTP hydrolysis, GDP FP detection | inhibition, % at 16.5 µM | 360,000 compounds, 0.19% hits; in the data active = inhibition above about 25%;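 note: 0% = vehicle with enzyme and substrate and 100% = no enzyme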
HGIII-sPLA2 inh = Inhibits HGIII-sPLA2 liposome hydrolysis, primary screen. QFRET BODIPY PC-A2 liposome hydrolysis, fluorescence. 370,000 compounds, 0.56% hits. AID 743126. Q9NZ20. inhibition, % at 12.2 µM;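 active = inhibition above mean plus 3 SD of compounds lying within the high and low control bounds, cut at about 19% in these data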;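 note: 0% = median of test compound wells and 100% = no enzyme DMSO wells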
proKLK7 act = proKLK7 (human) activation, primary screen; purified proKLK7, EDANS-DABCYL substrate fluorescence; 100% is mature enzyme control, 0% vehicle; activation, % at 7 µM; 370,000 compounds, 0.9% hits;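 active = activation above the mean of all tested compounds plus 3 SD, computed per campaign excluding outliers beyond control limits, cut at about 13% in these data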
ARFGAP1 inh = inhibits rat ARF GTPase activating protein 1; 360,000 compounds, 0.26% hits; inhibition, % at 16.5 µM; AID 651572; Arfgap1-stimulated ARF1 GTP hydrolysis, GDP FP detection;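 active = inhibition above a per-plate limit, mean inhibition of low control wells plus 3 SD, cut at about 25% in these data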;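 note: 0% = DMSO wells with enzyme and 100% = wells lacking Arfgap1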
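Material: rat Arfgap1 GAP domain (His6, aa 1-136), purified enzyme. Also added: human ARF1(Δ1-17)-GTP substrate. Compound dosing: 16.5 µM single point, 1.26% DMSO. Timing: enzyme reaction 120 min at 25 °C after 20 min preincubation. Signal: GDP detection by fluorescence polarization. Read-out basis: percent inhibition of GAP-stimulated GDP formation, scaled between DMSO and no-Arfgap1 medians.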
DDE Tn7 FP inh = DD(E)-Tn7 binding inhibition, primary FP screen; P02675; FP displacement of FITC-Tn7 peptide from fibrin DD(E); 0% = median of compound wells per plate; inhibition, % at 8.3 µM; 370,000 compounds, 0.13% hits; AID 720508;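 active = inhibition above the mean of compounds falling within the control limits plus 3 SD of them, cut at about 14% in these data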;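 note: 0% = plate median of compound wells and 100% = 10 µM Aha-Tn7 peptide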
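Assay system: human fibrin DD(E). Input: DD(E) 2 µM final. Medium: Tris buffer with calcium and detergent, pH 7.8. Compound dosing: single point at 8.3 µM. Timing: 10 min plus 3 h, room temperature. Technique: fluorescence polarization of the labelled Tn7 tracer. Read-out: percent inhibition. Replicates: singlicate testing.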
PLC-beta3 inh = inhibitors of human phospholipase C beta3. Purified PLC-beta3, fluorogenic substrate, fluorescence. inhibition, % at 12.2 µM. 370,000 compounds, 0.18% hits; in the data active = inhibition above about 11%;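 note: 0% = median of compound wells on plate and 100% = full blocker control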
UHRF1 binding = human UHRF1 methylated DNA binding inhibitors. Q96T88. UHRF1 binding to methylated oligo, TR-FRET. inhibition, % at 4.4 µM. 370,000 compounds, 0.75% hits; in the data active = inhibition above about 21%;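 note: UHRF1 SRA domain binding a hemimethylated CpG hairpin DNA probe; 0% = median of test compound wells and 100% = reference inhibitor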
Active calls of the source: *; i = inactive.

PLCg1 inh | proKLK7 act | ASAP1 GAP inh | Tn6 DDE FP | UHRF1 binding | DDE Tn7 FP inh | PLC-beta3 inh | NR1D1 modulator | HGIII-sPLA2 inh | ARFGAP1 inh | mol
-2 | 0.2 | 5 | -5 | 3 | 7 | 2 | 2 | -2 | 0 | COC(=O)c1ccc(OCC2c3cc(OC)c(OC)cc3CCN2C(=O)C2CC2)cc1 (stereo not given)
-4 | 0.9 | -3 | 4 | -2 | -2 | -4 | 0 | -5 | 16 | CCOC(=O)CSC1=Nc2ccccc2C2=NC(CC(=O)NCc3cccs3)C(=O)N12 (stereo not given)
3 | 0.1 | -3 | 6 | -1 | -2 | 3 | -1 | -9 | -1 | CCC1(c2ccccc2)NC(=O)N(CC(=O)N(CC(=O)Nc2ccccc2C(F)(F)F)Cc2ccco2)C1=O (stereo not given)
-3 | 0.4 | -3 | 1 | 14 | 0 | -5 | 1 | -4 | -10 | COc1ccc(Cl)cc1Nc1nc(C)cc(=O)[nH]1
2 | -0.1 | -3 | -5 | 3 | 11 | -6 | 0 | -11 | -5 | N=c1c2c(-c3ccccc3)c(-c3ccccc3)n(Cc3ccccc3)c2ncn1CCO
-14 | 1.3 | 11 | -1 | 3 | -2 | -18 | -2 | -64 | -17 | Cc1cc(OCC(=O)N[C@@H](Cc2c[nH]c3ccccc23)C(=O)O)c2c(C)c(C)c(=O)oc2c1
1 | 0.3 | -10 | -4 | -1 | -9 | -3 | -6 | -2 | -3 | CC(=O)c1cccc(NC(=O)Cn2cnc(S(=O)(=O)N3CCCCC3)c2)c1
6 | 0.1 | 18 | 3 | 1 | 2 | 5 | 8 | 14 | 9 | Cc1cc(OCCOc2cccc3cccnc23)cc(C)c1Cl
-4 | 0.0 | -2 | 4 | -2 | -4 | 4 | -4 | -3 | 7 | [O-]/[N+](=N\Nc1ccc(Cl)cc1)c1ccccc1
2 | -0.3 | 7 | 7 | 0 | -2 | -5 | 5 | -100 | -5 | O=S(=O)(NCCc1c[nH]c2ccccc12)c1ccc(F)cc1
0 | 0.4 | 3 | 7 | -5 | 8 | -2 | -5 | 1 | 0 | CCS(=O)(=O)N1CCN(c2ccccn2)CC1
-10 | 0.0 | 3 | 17* | 1 | -6 | -17 | -1 | 13 | 6 | CC(=O)Nc1cc(Cl)c(N=Cc2ccc(O)cc2O)cc1Cl
4 | 0.8 | -7 | -8 | -2 | 0 | -3 | -6 | 0 | 13 | CS(=O)(=O)c1ccc(NCC2CCCO2)c([N+](=O)[O-])c1 (stereo not given)
-2 | 0.3 | 2 | -2 | 5 | 4 | 0 | -3 | -3 | 17 | CCOC(=O)COc1c(/C=N\OC)cc(Cl)cc1OC
-3 | -0.3 | 7 | -5 | 0 | 6 | -2 | -2 | 0 | -1 | FC(F)(F)c1nnc2ccc(N3CCCCCC3)nn12
2 | -0.7 | -19 | -9 | -3 | -6 | -2 | -1 | -4 | -4 | CCC(C)N(C(=O)COc1ccccc1C(=O)NCc1ccccc1)C1CCS(=O)(=O)C1 (stereo not given)
2 | -0.9 | 10 | 4 | 1 | 2 | -3 | -5 | 1 | 0 | CCN1C(=NCc2cccc(Cl)c2)N[C@@H](c2cccc(F)c2)C(C(=O)OC)=C1C
1 | 1.2 | -7 | 4 | -2 | 5 | 1 | 2 | -24 | 3 | COc1ccccc1NC(=O)c1nnn(Cc2ccccc2)c1NC(=O)C(F)(F)F
5 | 0.0 | -10 | -4 | 1 | -3 | -7 | -1 | 7 | 14 | Cc1cc(C)c(NC(=O)CNC(=O)CSc2nnc(N)s2)c(C)c1
-42 | 0.5 | 2 | -10 | 8 | -2 | -66 | -2 | -15 | 16 | CCOC(=O)c1sc2ccc(S(=O)(=O)N3CCOCC3)cc2c1N
-3 | 0.6 | -19 | -3 | -1 | -2 | -4 | -1 | -2 | -5 | COc1ccc(OCCC(=O)Nc2ccc(S(N)(=O)=O)cc2)cc1
3 | -0.4 | 0 | -1 | 2 | -3 | -8 | -4 | 13 | -1 | COc1ccccc1C(=O)NC(=O)COC(=O)Cn1cnc2c1c(=O)n(C)c(=O)n2C
0 | 1.1 | -13 | -2 | -1 | 9 | -3 | 5 | -18 | -15 | Cc1ccc(CNC(=O)CCc2nnc(Cc3ccc(-c4ccccc4)cc3)o2)o1
0 | 0.2 | 5 | -7 | -1 | 7 | -8 | 0 | -4 | 6 | CCOC(=O)Nc1ccc2c(c1)N(C(=O)CN(CC)CC)c1ccccc1CC2
4 | 0.7 | -6 | 3 | 1 | -1 | 3 | -5 | 0 | -12 | CC1CCN(c2c(NCC3CCC(C(=O)N4CCCC(C)C4)CC3)c(=O)c2=O)CC1 (stereo not given)
3 | 0.3 | -2 | 4 | 1 | 5 | -6 | -4 | 6 | -3 | COc1cccc2cc(C(C)N(CCCN3CCOCC3)C(=S)Nc3ccc(C)cc3)oc12 (stereo not given)
4 | -0.6 | -6 | 5 | -1 | 1 | -5 | -5 | 1 | 8 | Cc1cc([N+](=O)[O-])nn1Cc1ccc(C(=O)N/N=C/c2ccc(F)cc2)cc1
4 | -0.2 | 14 | -3 | 1 | -3 | -5 | 0 | 7 | 10 | COc1ccc(NC(=O)CSc2nc(=O)n(CCN3CCOCC3)c3c2CCCC3)c(OC)c1
-1 | -0.5 | -1 | 0 | 7 | 3 | -7 | -2 | 9 | 1 | Cc1cc(=O)oc(C)c1C(=O)NCCCN1CCN(c2ccccc2F)CC1
-3 | 0.2 | -2 | -6 | 7 | 3 | -11 | -2 | 8 | -2 | COc1ccccc1NS(=O)(=O)NC(=O)c1c(C)[nH]c2ccccc12
-1 | 0.9 | -5 | 1 | -2 | -4 | -1 | 0 | -6 | -14 | O=C1COc2cc(ccc2[N+](=O)[O-])Oc2ccc(cc2Cl)C(=O)CCCCO1
2 | -0.8 | 0 | 3 | 0 | -2 | -4 | -3 | 1 | -2 | CCOC(=O)C1(Cc2ccccc2)CCCN(C2CCCC2)C1 (stereo not given)
2 | 0.3 | -9 | 2 | -2 | -3 | -2 | 2 | -4 | -2 | O=C(c1ccco1)N1CCN(C(=O)c2cnn(-c3cccc(F)c3)c2C2CCNCC2)CC1
2 | -0.8 | -12 | 2 | 2 | 3 | -7 | 1 | 2 | 5 | CC(=O)Nc1ccc(C(=O)COC(=O)CCc2ccccc2)c(F)c1
0 | 0.2 | -4 | 0 | 0 | 9 | -1 | 4 | 4 | -7 | CCCCOCC1CN(CCCC)S(=O)(=O)c2c(cccc2N2CCCC2)O1 (stereo not given)
-2 | 0.3 | 2 | 3 | -2 | -5 | -3 | -4 | 7 | 6 | O=C(O)CN1C(=O)CCS(=O)c2ccccc21 (stereo not given)
-1 | -0.5 | -2 | -2 | -1 | -11 | 2 | -2 | 5 | 24 | CC(C)(CNC(=O)c1ccc(-c2ccccc2Cl)o1)N1CCOCC1
-35 | 0.0 | -2 | 0 | -6 | -1 | -50 | -1 | -6 | -8 | Cc1cccc(C)c1NC(=O)Cn1nc(-c2ccc(Cl)s2)ccc1=O
1 | 0.4 | -4 | -2 | -2 | 3 | -1 | -5 | 1 | 13 | Cc1[nH]c2ccccc2c1/C=N/NC(=O)c1cccc([N+](=O)[O-])c1
-2 | -0.3 | 5 | -4 | -1 | 1 | -1 | 3 | 2 | -10 | Cc1ccc(-c2c(C(=O)O)c(C(=O)O)c3n2CCC3)cc1
-158 | 4.7 | -8 | 5 | -4 | -1 | -229 | 7 | 2 | 0 | CN(C)c1ccc(NC(=O)Cc2ccccc2)c2ccccc12
9 | 0.0 | -3 | -3 | 6 | 6 | -7 | -2 | 15 | 8 | O=C(CCC(=O)N(CC(=O)NC1CCCC1)Cc1ccc(F)cc1)Nc1nccs1
1 | -0.4 | 7 | 1 | -1 | 2 | -1 | 2 | -3 | -2 | COC(=O)c1cc(NS(=O)(=O)c2ccc(NCc3cccnc3)c([N+](=O)[O-])c2)cc(C(=O)OC)c1
i | 8.4 | -4 | -1 | 10 | 1 | i | 0 | -4 | 9 | S=C(Nc1ccc2nc(-c3ccccn3)c(-c3ccccn3)nc2c1)N1CCOCC1
4 | -0.4 | 8 | 5 | 1 | -8 | -8 | 0 | 11 | -2 | O=C(CCc1ccccc1Cl)Nc1cc2c(cc1C(=O)O)OCCCO2
-1 | -0.3 | -16 | 4 | 7 | -7 | -8 | 4 | 15 | -1 | O=c1c2ccccc2n2c(=S)[nH]nc2n1-c1ccccc1
2 | 0.3 | 1 | 2 | 4 | -7 | 1 | -1 | 0 | -5 | CC(NC(=O)c1ccco1)C(=O)N1CCc2ccccc2C1 (stereo not given)

5 successive compounds already listed, quoted:
PLCg1 inh | proKLK7 act | ASAP1 GAP inh | Tn6 DDE FP | UHRF1 binding | DDE Tn7 FP inh | PLC-beta3 inh | NR1D1 modulator | HGIII-sPLA2 inh | ARFGAP1 inh | mol
-14 | 1.3 | 11 | -1 | 3 | -2 | -18 | -2 | -64 | -17 | Cc1cc(OCC(=O)N[C@@H](Cc2c[nH]c3ccccc23)C(=O)O)c2c(C)c(C)c(=O)oc2c1
1 | 0.3 | -10 | -4 | -1 | -9 | -3 | -6 | -2 | -3 | CC(=O)c1cccc(NC(=O)Cn2cnc(S(=O)(=O)N3CCCCC3)c2)c1
6 | 0.1 | 18 | 3 | 1 | 2 | 5 | 8 | 14 | 9 | Cc1cc(OCCOc2cccc3cccnc23)cc(C)c1Cl
-4 | 0.0 | -2 | 4 | -2 | -4 | 4 | -4 | -3 | 7 | [O-]/[N+](=N\Nc1ccc(Cl)cc1)c1ccccc1
2 | -0.3 | 7 | 7 | 0 | -2 | -5 | 5 | -100 | -5 | O=S(=O)(NCCc1c[nH]c2ccccc12)c1ccc(F)cc1
